# Assay outcomes (PubChem)
# PGK inhibitor: blocks T. brucei phosphoglycerate kinase. PGK/GAPDH coupled, Kinase-Glo luminescence, 60 min. Potency, µM (titrated, usually from 57.5 µM), for the others: at the highest dose activity change, negative = inhibition, most hits filed as inhibitors. hit rate 0.043% among 380,000. AID 602233; note: potency is the fitted concentration of half-maximal effect; % is set by controls: 0 for no effect and ±100 for the full control effect; nearly all actives have a fitted effect of over 60% in size
#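 Luminescent ATP detection (Kinase-Glo Plus) follows a 60-minute room-temperature incubation, with wells lacking PGK as controls. Buffer: 100 mM TEA (pH 7.6), 5 mM MgCl2, 0.01% Tween-20. Coupling enzyme GAPDH (100 nM final) supplies unstable 1,3-BPG in-well.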
# PI4K2A block: blocks human PI4K2A kinase activity | purified PI4K2A, ADP-Glo luminescence, 1 h; stronger effect = lower value | activity change, negative = inhibition, % at 76.9 µM | hit rate 0.13% among 420,000 | AID 1346378; in the data active = activity change below about -50%; inconclusive = mostly about -30% to -49%;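 note: -100% = wells without enzyme as full effect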
# Target sequence (Q9BTU6 whole entry, looked up): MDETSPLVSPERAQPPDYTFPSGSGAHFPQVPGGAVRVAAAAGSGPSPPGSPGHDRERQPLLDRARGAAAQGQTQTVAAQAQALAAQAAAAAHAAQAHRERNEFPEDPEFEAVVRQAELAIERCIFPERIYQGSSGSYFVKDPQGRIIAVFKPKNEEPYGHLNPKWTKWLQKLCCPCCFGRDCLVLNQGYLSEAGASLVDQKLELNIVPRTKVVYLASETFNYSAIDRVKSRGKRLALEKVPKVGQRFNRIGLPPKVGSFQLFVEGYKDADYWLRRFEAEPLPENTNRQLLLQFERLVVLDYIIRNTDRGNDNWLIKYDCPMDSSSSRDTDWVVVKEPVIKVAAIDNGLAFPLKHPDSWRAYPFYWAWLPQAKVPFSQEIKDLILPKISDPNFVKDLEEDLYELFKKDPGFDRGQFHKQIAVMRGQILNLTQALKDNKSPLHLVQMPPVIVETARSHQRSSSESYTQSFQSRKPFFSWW
#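 Compounds are screened against recombinant PI4K2A using PI as substrate and ATP, the latter dispensed at 300 microM. Reactions run one hour at ambient temperature before ADP-Glo detection; full inhibition defined by wells lacking enzyme.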
# G9a block: blocks human histone lysine methyltransferase G9a. Potency, µM (highest dose often 102 µM), inactives show at the highest dose activity, negative = inhibition, most hits filed as inhibitors. Q96KQ7. AID 504332. G9a H3K9 monomethylation, AlphaScreen, 2 h. hit rate 8.8% among 350,000; note: potency is the fitted concentration of half-maximal effect; % is set by controls: 0 for no effect and ±100 for the full control effect; nearly all actives have a fitted effect of over 75% in size
#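 Enzyme 20 nM + cpd, 15 min RT; add b-H3K9 pep 500 nM / SAM 20 uM; 2 h RT; anti-H3K9me1 Ab 0.5 ug/mL + SA donor / anti-rabbit acceptor beads 20 ug/mL each, 10 min; AlphaScreen read.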
# BAZ2B block: blocks human BAZ2B | Q9UIF8 | AlphaScreen BAZ2B-H3K14Ac peptide displacement | Potency, µM (titrated, usually from 114 µM), without a hit: at the highest dose activity change, negative = inhibition, actives largely listed as inhibitors | hit rate 4.4% among 360,000 | AID 504333; note: potency is the fitted concentration of half-maximal effect; % is set by controls: 0 for no effect and ±100 for the full control effect; nearly all actives have a fitted effect of over 60% in size
#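 Complex of BAZ2B and biotin-H3K14Ac (50 nM apiece) forms over 30 min at RT, then faces library compounds up to 110 uM for another 30 min; AlphaScreen beads added, 20 min dark incubation, luminescence read.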
# JMJD2A Tudor inh: inhibitors of human JMJD2A Tudor domain; AlphaScreen JMJD2A-Tudor / H3K4me3 peptide binding; Potency, µM (top dose mostly 114 µM), inactives show at the top dose activity change, negative = inhibition, usual class: inhibitors; hit rate 4.4% among 390,000; AID 504339; note: potency is the fitted concentration of half-maximal effect; % is set by controls: 0 for no effect and ±100 for the full control effect; nearly all actives have a fitted effect of over 50% in size
# HP1b chromo inh: inhibitors of HP1-beta chromodomain binding to methylated histone tails; hit rate 0.56% among 390,000; Potency, µM (series often up to 114 µM), without a hit: at the highest dose activity change, negative = inhibition, hits mostly inhibitors; P83916; AlphaScreen HP1-beta / biotin-H3K9me3 peptide binding; note: potency is the fitted concentration of half-maximal effect; nearly all actives have a fitted effect of over 70% in size; inactives centre near 23
# Target sequence (P83916 whole entry, looked up): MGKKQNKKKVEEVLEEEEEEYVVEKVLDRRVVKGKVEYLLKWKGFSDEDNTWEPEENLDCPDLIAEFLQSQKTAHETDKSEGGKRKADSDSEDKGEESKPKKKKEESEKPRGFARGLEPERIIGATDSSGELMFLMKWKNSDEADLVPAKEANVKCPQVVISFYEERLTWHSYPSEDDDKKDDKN
#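 AlphaScreen: HP1-beta (50 nM) preformed 30 min with biotin-H3(1-18)K9me3 peptide (50 nM) in PBS pH 7.4, 0.01% Tween-20. Compound added for 30 min at RT, then streptavidin donor/nickel chelate acceptor beads (10 ug/mL) for 30 min.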
# GLS inhibitor: glutaminase GLS (human) inhibition; O94925; GLS enzymatic activity, qHTS titration; Potency, µM (top dose mostly 45.5 µM), for the others: top-dose activity change, negative = inhibition, usual class: inhibitors; hit rate 0.21% among 410,000; AID 624170; note: potency is the fitted concentration of half-maximal effect; % is set by controls: 0 for no effect and ±100 for the full control effect
#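 Enzyme dispensed in phosphate buffer (45 mM, pH 8.2, 0.02% Tween-20), compounds pinned in, then 1 mM L-glutamine solution and the glutamate oxidase–HRP–Amplex Red mix added; fluorescence read immediately and again after 30 min at room temperature.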
# Pin1 inh: blocks the human prolyl isomerase Pin1 | Potency, µM (series often up to 115 µM), for inactives: top-dose activity, negative = inhibition, most hits filed as inhibitors | Pin1 FP peptide displacement, HiFluor488, 10 min | AID 504891 | hit rate 0.009% among 390,000; active = well fitted inhibition curve with a large enough effect in the polarisation, with a control signal flat, not every such curve was filed as active; inconclusive = small, poorly fitted or top-dose-only effect, or effect the other way, or a change in a side signal; inactive = no such curve, though single readings can be large or run the other way; the % refers to the polarisation; note: potency is the fitted concentration of half-maximal effect; % is set by controls: 0 for no effect and ±100 for the full control effect
# Target sequence (Q13526 whole entry, looked up): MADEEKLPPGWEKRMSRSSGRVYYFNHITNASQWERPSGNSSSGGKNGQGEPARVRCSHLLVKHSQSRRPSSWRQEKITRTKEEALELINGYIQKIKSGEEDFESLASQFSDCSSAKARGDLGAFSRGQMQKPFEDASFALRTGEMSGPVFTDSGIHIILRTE
# ERG Ets-DNA blk: inhibitors of human ERG Ets domain-DNA interaction; hit rate 0.028% among 370,000; Potency, µM (highest dose often 76.9 µM), for the others: at the top dose FP activity, negative = inhibition, hits mostly inhibitors; fluorescence polarization, His-ERG Ets domain / labelled DNA; active = well fitted inhibition curve with a large enough effect in the polarisation, with a control signal flat; inconclusive = small, poorly fitted or top-dose-only effect, or effect the other way, or a change in a side signal; inactive = no such curve, though single readings can be large or run the other way; the % refers to the polarisation;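 note: polarization taken with two DNA probes labelled with fluorescein and Texas red; potency is the fitted concentration of half-maximal effect; % of control where 0% means no effect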
#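 His-tagged ERG Ets domain (1 uM in the protein solution; 300mM KCl, 50mM Tris-HCl, 1mM EDTA, 1mM DTT, pH 7.5) received compound, then a probe mix of 5 nM fluorescein-DNA and 100nM Texas-615-DNA. Fluorescence polarization was read for both dyes.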
# The depositor's hits bear a star; i = inactive; u = inconclusive; x = no result given; & = joins results of further samples; [ ] = another dose, or the depositor's remark. Unless noted, calls come from the whole dose curve; as a rule, active = well fitted curve in the direction sought with a large enough effect; inconclusive = small, poorly fitted or top-dose-only effect, or another doubt; inactive = no such curve, though single readings can be large; an effect the other way counts as inactive or inconclusive.
SMILES,PGK inhibitor,PI4K2A block,G9a block,BAZ2B block,JMJD2A Tudor inh,HP1b chromo inh,GLS inhibitor,Pin1 inh,ERG Ets-DNA blk
CC(C)C(NC(=O)c1ccc(F)cc1)C(=O)OCC(=O)N1CC(=O)Nc2ccccc21 (stereo unspecified),4%,5,4%[59 µM],2%,-9%,22%,2%,6%,1%
CC(CCc1ccccc1)NC(=O)Cn1ncc2c3ccccc3n(Cc3cccc(Cl)c3)c2c1=O (stereo unspecified),-17%,-2,-22%[59 µM],-37%,-28%,16%,-11%,u,0%
Cc1c(-c2ccc(F)cc2)nc(N)c(C#N)c1-c1cccnc1,i,-22,15%,0%,2%,33%,12%,9%,5%
C[C@H](c1ccccc1)n1nnc(COCc2ccccc2)c1C#CCOCc1ccccc1,-5%,-4,18%[59 µM],40%[activator],52%[activator],150%[activator],1%,16%,16%
CCOC(=O)c1c(C)[nH]c(O)c1C=Nc1ccccc1,-7%,-2,1%,50µM*,u,-17%,23%,2%,-9%
O=C(CC(c1ccccc1)c1cc(Cl)ccc1O)NCCCN1CCOCC1 (stereo unspecified),-3%,1,x,7%,-5%,25%,-5%,17%,u
COc1ccc(CN2CNc3c(c(=O)n(C)c(=O)n3C)C2)cc1,-2%,0,-7%,2%,-7%,25%,0%,4%,-1%
C=C[C@@]1(C)CC(=O)[C@]2(O)[C@@]3(C)[C@@H](O)CCC(C)(C)[C@@H]3[C@H](OC(C)=O)[C@H](O)[C@@]2(C)O1,0%,-7,x,x,-7%,48%[activator],3%,-10%,5%
CCOC(=O)N1CCN(C(=O)c2cc3c(=O)[nH]c4ccccc4c3s2)CC1,-6%,-1,8%[59 µM],5%,-10%,26%,1%,-1%,-3%
CCn1c([N+](=O)[O-])nc2c1c(=O)[nH]c(=O)n2C,-6%,-7,40µM*,-15%,-32%,-3%,-2%,2%,2%
CCN1CCN(C2=C(Cl)C(=O)N(Cc3ccccc3)C2=O)CC1,-6%,17,u,-1%,-9%,42%[activator],-9%,-17%,-9%
Cc1cc2nc(-c3ccc(OCc4ccccc4F)cc3)cc(C(F)(F)F)n2n1,2%,-3,18%[59 µM],6%,17%,78%[activator],0%,u,3%
Cc1nn(C)c(Cl)c1/C=C/C(=O)O,-4%,2,65%[activator][59 µM],-12%,-11%,43%[activator],1%,-1%,0%
Cc1ccccc1NC(=O)CSC1=Nc2ccccc2C2=NC(CCC(=O)NCc3ccccc3)C(=O)N12 (stereo unspecified),i,2,-42%[59 µM],u,-16%,28%,-13%,30%,0%
O=C(CNc1ccccc1Cl)c1ccc(Br)cc1,3%,5,79µM*,3%,-10%,45%,11%,-1%,-4%

# Continued; the last 4 above are carried over.
SMILES,PGK inhibitor,PI4K2A block,G9a block,BAZ2B block,JMJD2A Tudor inh,HP1b chromo inh,GLS inhibitor,Pin1 inh,ERG Ets-DNA blk
Cc1cc2nc(-c3ccc(OCc4ccccc4F)cc3)cc(C(F)(F)F)n2n1,2%,-3,18%[59 µM],6%,17%,78%[activator],0%,u,3%
Cc1nn(C)c(Cl)c1/C=C/C(=O)O,-4%,2,65%[activator][59 µM],-12%,-11%,43%[activator],1%,-1%,0%
Cc1ccccc1NC(=O)CSC1=Nc2ccccc2C2=NC(CCC(=O)NCc3ccccc3)C(=O)N12 (stereo unspecified),i,2,-42%[59 µM],u,-16%,28%,-13%,30%,0%
O=C(CNc1ccccc1Cl)c1ccc(Br)cc1,3%,5,79µM*,3%,-10%,45%,11%,-1%,-4%
CCOC(=O)Cc1cc(=O)n2[nH]c(-c3ccc(C)cc3)cc2n1,-3%,-10,18%[12.7 µM],-6%,-22%,11%,18%,48%[activator],x
CCCc1ccc(C(=O)NC(=O)c2ccccc2O)cc1,-8%,0,-49%,-35%,-11%,14%,17%,5%,-2%
COc1cc(Cn2c(=O)oc3ccc(C)cc32)ccc1OCCC(C)C,-2%,5,145%[activator][59 µM],86%[activator],77%[activator],90%[activator],-17%,2%,2%
CCCN(C(=O)c1cc2c(=O)n(CC)c3ccccc3c2s1)c1ccccc1F,i,1,-25%[59 µM],2%,-8%,25%,-15%,0%,1%
O=C(COC(=O)c1ccc2c(c1)OCO2)NCc1ccc2c(c1)OCO2,3%,5,3%[59 µM],0%,-26%,13%,15%,14%,-1%
COc1ccc(C(=O)N[C@H](C(=O)NCc2ccccc2)C(C)C)cc1,-9%,-1,0%,2%,-8%,23%,0%,1%,-6%
CC(C)(C)NC(=O)C[C@H]1C[C@H](C(=O)N2CCOCC2)[C@@]2(C)c3[nH]c4ccc(Cl)cc4c3CCN2C1=O,-10%,-1,x,x,-23%,16%,2%,-1%,7%
OC(C#CCCN1CCCCC1)(c1ccccc1)c1ccccc1,-3%,0,x,0%,-17%,20%,1%,3%,-5%
O=C1CN(S(=O)(=O)c2cc(Cl)ccc2Cl)c2ccccc2N1,4%,4,17%,2%,-5%,14%,-14%,0%,14%
C=C(C)c1sc(-c2ccccc2)nc1C,0%,-1,x,x,1%,18%,-8%,-4%,8%
COC(=O)C1=C(C)NC(C)=C(C(=O)OC)C1c1ccc(C)o1,-2%,2,-42%,-26%,-34%,21%,2%,-3%,-8%
CCc1ccc2oc(C(=O)NCC(c3ccc(OC)cc3)N3CCCCC3)c(C)c2c1 (stereo unspecified),-3%&3%,0&-5,-5%,-36%&-11%,-26%,22%&4%,-1%&2%,-6%&7%,4%&1%
NN=C(c1cccc([N+](=O)[O-])c1)c1cccc([N+](=O)[O-])c1,i,3,x,x,u,-36%,0%,-4%,6%
CN1CCc2nc3sc(C(=O)c4ccc(F)cc4)c(N)c3cc2C1,-6%,5,u,-36%,u,7%,-16%,u,-2%
Cc1coc2cc3oc(=O)ccc3cc12,-4%,-7,-3%,6%,-16%,23%,-2%,-2%,14%
Cc1ccc(S(=O)(=O)Nc2ccc(O)c(S(=O)(=O)c3ccc(C)cc3)c2)cc1,i,3,x,-17%,-11%,11%,-14%,0%,2%
COc1ccc(OC)c(C2=NOC(C(=O)NCc3cccs3)C2)c1 (stereo unspecified),-3%,-2,-31%,x,-6%,21%,1%,0%,-14%
Cc1ccc(N(CC(=O)NCc2ccco2)C(=O)CNS(=O)(=O)c2ccc(F)cc2)c(C)c1,-5%,-2,-46%,-25%,-17%,24%,-9%,0%,-1%
CCC(C)NC(=O)Nc1ccc(Br)cc1Cl (stereo unspecified),-7%,2,-3%,-2%,-2%,15%,0%,-12%,-1%
CCn1c(SCC(=O)c2ccc(Br)cc2)nnc1C(C)NC(=O)Cc1ccc(OC)cc1 (stereo unspecified),-1%,3,7%,5%,-1%,1%,-7%,8%,-2%
COc1ccc(NS(=O)(=O)c2ccc(SC)cc2)c(OC)c1,2%,4,0%[2.33 µM],-6%,-12%,7%,9%,-1%,2%
Cc1coc2cc3oc(=O)c(CCC(=O)N4C[C@H]5C[C@@H](C4)c4cccc(=O)n4C5)c(C)c3cc12,-8%,0,8%[12.7 µM],-29%,-6%,38%,-8%,3%,3%
COc1ccc(C)cc1NC(=O)Nn1cnnc1,0%,-4,4%[59 µM],-3%,-14%,28%,0%,4%,-4%
CS(=O)(=O)N(CC(=O)NC1CCCC1)Cc1ccc(F)cc1,i,5,-5%,-4%,-14%,16%,-18%,0%,0%
O=C1CC[C@@H]2CC(N3CCN(c4ccccc4)CC3)C[C@@H]3CCN1[C@H]23 (stereo partly specified),i,6,x,x,-6%,38%,31%[activator],-1%,5%

# One compound at a time, as listed above:
# Listed for `Cc1c(-c2ccc(F)cc2)nc(N)c(C#N)c1-c1cccnc1` = PGK inhibitor: i; PI4K2A block: -22; G9a block: 15%; BAZ2B block: 0%; JMJD2A Tudor inh: 2%; HP1b chromo inh: 33%; GLS inhibitor: 12%; Pin1 inh: 9%; ERG Ets-DNA blk: 5%
# Listed for `COc1ccc(NS(=O)(=O)c2ccc(SC)cc2)c(OC)c1` = PGK inhibitor: 2%; PI4K2A block: 4; G9a block: 0%[2.33 µM]; BAZ2B block: -6%; JMJD2A Tudor inh: -12%; HP1b chromo inh: 7%; GLS inhibitor: 9%; Pin1 inh: -1%; ERG Ets-DNA blk: 2%
# Listed for `COc1ccc(C)cc1NC(=O)Nn1cnnc1` = PGK inhibitor: 0%; PI4K2A block: -4; G9a block: 4%[59 µM]; BAZ2B block: -3%; JMJD2A Tudor inh: -14%; HP1b chromo inh: 28%; GLS inhibitor: 0%; Pin1 inh: 4%; ERG Ets-DNA blk: -4%
